GLP-1R inv ag: acts as inverse agonist at human GLP-1 receptor. HEK293 GLP-1R CRE-luciferase, luminescence, 24 h; GLP-1R form is constitutively active. P43220. 410,000 tested, 1.6% active. Potency, µM (highest dose often 38.3 µM), for the others: at the top dose activity change, negative = inhibition, most hits filed as inhibitors; further: potency means the concentration at half of the fitted maximal effect; on the % scale 0 is the no-effect control and ±100 the full control effect; nearly all actives have a fitted effect of over 55% in size
Target sequence (P43220 whole entry, looked up): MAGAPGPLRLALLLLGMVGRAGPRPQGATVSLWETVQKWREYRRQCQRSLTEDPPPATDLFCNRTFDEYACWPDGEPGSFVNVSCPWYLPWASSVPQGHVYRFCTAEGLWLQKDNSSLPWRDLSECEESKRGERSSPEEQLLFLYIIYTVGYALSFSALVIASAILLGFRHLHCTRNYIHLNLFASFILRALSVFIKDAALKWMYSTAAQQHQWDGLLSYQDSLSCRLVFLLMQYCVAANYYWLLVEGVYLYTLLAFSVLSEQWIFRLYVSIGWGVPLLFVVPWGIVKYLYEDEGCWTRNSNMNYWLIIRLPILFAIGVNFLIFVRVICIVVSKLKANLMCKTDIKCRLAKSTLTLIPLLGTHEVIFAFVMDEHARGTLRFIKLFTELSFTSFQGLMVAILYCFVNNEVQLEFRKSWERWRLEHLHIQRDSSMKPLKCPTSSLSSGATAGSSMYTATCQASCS
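Constitutively active GLP-1R drives a cAMP-responsive luciferase in stably transfected HEK293 cells; test compounds are added after overnight (12 h) attachment and left 24 hr, and signal loss in luminescence marks inhibition.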
DRD3 agonist: activates the human D3 dopamine receptor | P35462 | D3R DiscoveRx beta-arrestin cells, luminescence, 90 min | max activation, % | 410,000 tested, 0.58% active; in the data active means max activation above about 30%; further: 0% is about no effect; mostly tested at two doses, the higher about 12 µM
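Cells at 1500/well, incubated overnight, then treated with pinned compounds (dopamine as control) for 90 min at 37 degrees C. DiscoveRx reagent added for 30 - 60 minutes at room temperature; luminescence read.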
PLK1 PBD inh: PLK1 (human) polo-box domain binding inhibition. P53350. Plk1 PBD binding of FITC phosphopeptide, fluorescence polarization. Potency, µM, inactives show max response, negative = inhibition, most hits filed as inhibitors. 360,000 tested, 2.8% active; further: potency means the concentration at half of the fitted maximal effect; series mostly up to about 57 µM; on the % scale 0 is the no-effect control and ±100 the full control effect; nearly all actives have a fitted effect of over 65% in size
Target sequence (P53350 whole entry, looked up, the tested form may be a part): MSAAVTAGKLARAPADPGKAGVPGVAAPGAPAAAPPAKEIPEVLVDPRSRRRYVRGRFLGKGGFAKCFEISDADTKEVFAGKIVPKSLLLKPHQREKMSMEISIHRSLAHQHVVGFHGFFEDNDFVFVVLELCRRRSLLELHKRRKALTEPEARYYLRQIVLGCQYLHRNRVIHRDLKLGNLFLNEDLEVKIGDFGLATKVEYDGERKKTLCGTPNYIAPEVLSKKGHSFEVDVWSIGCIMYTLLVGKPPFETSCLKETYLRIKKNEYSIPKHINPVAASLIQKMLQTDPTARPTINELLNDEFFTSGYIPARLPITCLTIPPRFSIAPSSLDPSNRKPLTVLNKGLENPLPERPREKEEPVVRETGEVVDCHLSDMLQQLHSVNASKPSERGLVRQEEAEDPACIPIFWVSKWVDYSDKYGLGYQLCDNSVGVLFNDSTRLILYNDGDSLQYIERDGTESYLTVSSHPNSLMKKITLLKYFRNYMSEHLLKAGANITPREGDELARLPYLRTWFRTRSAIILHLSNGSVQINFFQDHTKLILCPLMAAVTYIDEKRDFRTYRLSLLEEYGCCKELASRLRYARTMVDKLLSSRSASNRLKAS
WRN helicase inh: WRN helicase (human) inhibition; WRN helicase unwinding, fluorescent forked duplex, kinetic; 360,000 tested, 0.46% active; Potency, µM (top dose mostly 114 µM), for inactives: top-dose activity change, negative = inhibition, most hits filed as inhibitors; AID 651768; further: potency means the concentration at half of the fitted maximal effect; on the % scale 0 is the no-effect control and ±100 the full control effect; nearly all actives have a fitted effect of over 55% in size
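Primary qHTS, 1536-well format. 20 nM WRN + compound, 15 min RT; start with 100 nM forked fluorophore/quencher duplex, 2 mM ATP (final); kinetic read ex 525/em 598 nm.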
IL-2 act: activates IL-2 in a cell-based reporter assay; IL-2 activation reporter assay, cell-based qHTS; stimulated with anti-CD3/CD4/CD28 beads; in transgenic mouse T cells; activation, % (series mostly up to about 46 µM); 360,000 tested, 0.065% active; AID 652025; in the data active means activation above about 50%; inconclusive means mostly about 30% to 49%; further: 0% is about no effect
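Unstimulated transgenic mouse T cells, 750 per well, received compound and, after 60 minutes, anti-CD3/anti-CD4 bead plus anti-CD28 stimulation. EGFP and DsRed were quantified after 18 hours.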
PI5P4Ka inh: PI5P4K alpha (human) kinase inhibition; P48426; PI5P4Kalpha enzyme, ADP-Glo luminescence, 60 min; hits give low values; max response, %; 330,000 tested, 1.2% active; AID 652105; active means max response of -50% or lower; inconclusive means between -30% and -50%; inactive means -30% or higher; further: value at the top dose of about 77 µM; on the % scale 0 is the no-effect control and ±100 the full control effect
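Controls without substrate or without enzyme flank wells where PI5P4Kalpha converts substrate using 5 microM ATP (final). Incubation lasts 60 minutes at room temperature; ADP formed is read by ADP-Glo luminescence.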
GLP1R cytotox: cytotoxicity in counter-screen for GLP-1R inverse agonists; HEK293 cAMP-luciferase reporter cells, luminescence, 24 h; Potency, µM (highest dose often 38.3 µM), for inactives: at the highest dose activity change, negative = inhibition, usual class: inhibitors; 410,000 tested, 0.13% active; AID 624418;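 further: loss of luciferase light is scored as toxicity; potency means the concentration at half of the fitted maximal effect; on the % scale 0 is the no-effect control and ±100 the full control effect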
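Here, cytotoxicity is scored as loss of luminescence. The MLSMR collection was tested on cells seeded in medium containing 10% Nu serum, with a 24 hr compound exposure preceded by 12 hours of culture.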
D3 antag: antagonists of human D3 dopamine receptor | P35462 | D3R cells, DiscoveRx beta-arrestin luminescence, antagonist mode; hits give low values | max response, negative = inhibition, % | 360,000 tested, 2.5% active; in the data active means max response below about -50%; inconclusive means no clear call, values can overlap the other calls; further: on the % scale 0 is the no-effect control and ±100 the full control effect; mostly tested at two doses, the higher about 12 µM
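Cells expressing the human receptor were seeded at 1500 cells/well, incubated overnight at 37 degrees C in 5% CO2, then exposed to library compounds with dopamine controls for 90 minutes at 37 degrees C before luminescent detection.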
GLP1R ag: GLP-1 receptor (human) agonism. HEK293 GLP-1R CRE-luciferase, luminescence, 4-6 h; cells express a hypersensitive GLP-1R form. Potency, µM (titrated, usually from 45.6 µM), for the others: top-dose activation, hits mostly activators. 380,000 tested, 0.007% active. P43220. AID 624172; further: potency means the concentration at half of the fitted maximal effect; % of control where 0% means no effect
* = called active by the depositor; ? = inconclusive; nt = not tested or not shown; & = joins results of further samples; ! = not confirmed by another sample; [ ] = remark or other dose. Unless noted, the call rests on the fitted dose curve; in most records, active means well fitted curve in the direction sought with a large enough effect; inconclusive means small, poorly fitted or top-dose-only effect, or another doubt; inactive means no such curve, though single readings can be large; an effect the other way counts as inactive or inconclusive.

SMILES | GLP-1R inv ag | DRD3 agonist | PLK1 PBD inh | WRN helicase inh | IL-2 act | PI5P4Ka inh | GLP1R cytotox | D3 antag | GLP1R ag
COc1ccc(N2CCN(C(=O)c3oc4ccccc4c3NC(=O)Cc3ccc(OC)c(OC)c3)CC2)cc1 | -42% | 1 | -13% | -8% | -3.4 | 2 | -9% | -3 | -4%
COc1cc(Br)cc(/C=N/NC(=O)Cc2ccccc2)c1O | ? | -37 | -4% | -27% | -0.4 | -4 | ? | -20 | 3%
COc1ccc(C(=O)NCC(=O)OCC(=O)NCc2ccco2)cc1 | -6% | 2 | -7% | -10% | 0.3 | 7 | 1% | 6 | -3%
Cn1c(Br)nc2c1c(=O)n(Cc1ccccc1)c(=O)n2C | 3% | 1 | -15% | -23% | -0.5 | 2 | -6% | 0 | -6%
Cc1cccc(C(=O)N[C@H](C(=O)Nc2ccc(C)c(S(=O)(=O)N3CCOCC3)c2)C(C)C)c1 | ? | 6 | -1% | -5% | -2.5 | 9 | ? | -1 | 5%
CS/C(=N\S(=O)(=O)c1cccs1)NC(=O)CSc1nc2ccccc2s1 | -45%&-11% | 1&-6 | 11µM* | ? | 1.2&-0.8 | ? | -11%&8% | 9&-24 | 19%&2%
COc1ccccc1/C=C1/SC(=O)N(CCC(=O)Nc2ccc(S(=O)(=O)Nc3nccs3)cc2)C1=O | -18% | 5 | ? | ? | -0.6 | -29 | -15% | 4 | -22%
CCO[C@@H]1OC(C(N)=O)=C[C@H](C2CCCCC2)[C@H]1CCCO | 19% | 7 | 0% | -5% | 0.2 | 0 | 5% | 25 | -1%
O=C(CN1C(=O)NC2(CCCC2)C1=O)OCc1ccccc1 | -15% | 0 | -8% | 5% | -0.2 | 5 | 5% | -9 | 0%
CCN1CCN(C(=S)NCCOC)CC1 | -3% | -2 | 30µM* | 2% | -2.2 | -18 | 6% | -5 | -4%
Cc1ccc(C(=O)Nc2ccc(N3CCN(C)CC3)cc2)cc1 | ? | 3 | -4% | 5% | 1.2 | 1 | -3% | -4 | 9%
O=C(Nc1ccc(NC(=S)NC(=O)C(c2ccccc2)c2ccccc2)cc1)c1ccccc1 | ? | -2 | ? | -4%[11.6 µM] | -2.3 | -5 | -21% | -9 | -22%
O=C(CSc1ncn[nH]1)Nc1ccc2c(c1)CCC2 | 15% | -4 | -17% | 7% | -0.4 | 5 | 8% | 0 | 19%
CC(C)CC(=O)Nc1nnc(SCC(=O)Nc2nccs2)s1 | 12% | -6 | -2% | -24% | -1.4 | -14 | 8% | -13 | -2%
COc1ccc(N(CCC(=O)O)S(=O)(=O)c2ccc(C)cc2C)cc1 | 21% | 3 | -8% | -2% | 1.1 | 1 | 12% | 13 | -2%
COc1cc(C2OC(=O)c3ccccc3S2)cc(OC)c1OC (stereo unspecified) | 13% | -5 | -12% | 8% | -0.5 | 2 | -5% | -14 | 5%
CCOCCCn1c(=NC(=O)c2cccnc2)c(C(=O)OCC)cc2c(=O)n3ccccc3nc21 | 87%&91%[activator] | 8&0 | 19µM*! | 5%[11.6 µM] | -0.7&0.0 | 28&0 | 75%[activator] | 21&31 | ?
Nc1cc(N)nc(SCC(=O)NC2CCCCCCC2)n1 | -2% | 4 | -5% | 2% | 1.2 | -2 | 4% | 11 | 0%
N#Cc1ccccc1NC(=O)CC1c2ccccc2Oc2ccccc21 | -6% | -41 | -11% | 1% | -2.1 | 8 | 10% | -16 | -28%
NS(=O)(=O)c1ccc(NC(=S)NC(=O)c2ccc(Br)o2)cc1 | 63%[activator] | -10 | 21µM* | 9%[57.1 µM] | -0.4 | -20 | 3% | -19 | 0%
Cc1ccc(S(=O)(=O)Nc2ccc(S(=O)(=O)N3CCOCC3)cc2)cc1[N+](=O)[O-] | 5% | -5 | -5% | 5% | 0.9 | 9 | 0% | -10 | 4%
CC12CCC(C(=Nc3ccc(N=C4C(=O)C5(C)CCC4C5(C)C)cc3)C1=O)C2(C)C | -8% | 2 | 3% | 3% | -0.3 | 2 | 10% | 6 | -1%
CCOC(=O)c1nn(-c2ccc3c(c2)OCO3)cc1O | 13% | -4 | 0% | 7% | 0.3 | -6 | -6% | 14 | -3%
CC(C)CCC(O)(c1ccccc1)C(CN1CCOCC1)c1ccccc1 (stereo unspecified) | ? | -14 | 5% | -1% | -7.0 | 2 | -23% | -2 | -1%
COc1ccc(/C=C/C(=O)OCC(=O)Nc2ccc(Cl)cc2F)cc1S(=O)(=O)N1CCOCC1 | 14% | -2 | -2% | 12% | 4.2 | -2 | -13% | -12 | -11%

Structural class, the entries above with an aryl thioether with sulfur outside any ring (4)
SMILES | GLP-1R inv ag | DRD3 agonist | PLK1 PBD inh | WRN helicase inh | IL-2 act | PI5P4Ka inh | GLP1R cytotox | D3 antag | GLP1R ag
CS/C(=N\S(=O)(=O)c1cccs1)NC(=O)CSc1nc2ccccc2s1 | -45%&-11% | 1&-6 | 11µM* | ? | 1.2&-0.8 | ? | -11%&8% | 9&-24 | 19%&2%
O=C(CSc1ncn[nH]1)Nc1ccc2c(c1)CCC2 | 15% | -4 | -17% | 7% | -0.4 | 5 | 8% | 0 | 19%
CC(C)CC(=O)Nc1nnc(SCC(=O)Nc2nccs2)s1 | 12% | -6 | -2% | -24% | -1.4 | -14 | 8% | -13 | -2%
Nc1cc(N)nc(SCC(=O)NC2CCCCCCC2)n1 | -2% | 4 | -5% | 2% | 1.2 | -2 | 4% | 11 | 0%

Returning to the listing with the 4 entries that preceded the break.
SMILES | GLP-1R inv ag | DRD3 agonist | PLK1 PBD inh | WRN helicase inh | IL-2 act | PI5P4Ka inh | GLP1R cytotox | D3 antag | GLP1R ag
CC12CCC(C(=Nc3ccc(N=C4C(=O)C5(C)CCC4C5(C)C)cc3)C1=O)C2(C)C | -8% | 2 | 3% | 3% | -0.3 | 2 | 10% | 6 | -1%
CCOC(=O)c1nn(-c2ccc3c(c2)OCO3)cc1O | 13% | -4 | 0% | 7% | 0.3 | -6 | -6% | 14 | -3%
CC(C)CCC(O)(c1ccccc1)C(CN1CCOCC1)c1ccccc1 (stereo unspecified) | ? | -14 | 5% | -1% | -7.0 | 2 | -23% | -2 | -1%
COc1ccc(/C=C/C(=O)OCC(=O)Nc2ccc(Cl)cc2F)cc1S(=O)(=O)N1CCOCC1 | 14% | -2 | -2% | 12% | 4.2 | -2 | -13% | -12 | -11%
CN(CC1CCOCC1)C(=O)CC1C(=O)NCCN1Cc1cccc(F)c1 (stereo unspecified) | 0% | 2 | -10% | -1% | -3.7 | 0 | 7% | -12 | 1%
NS(=O)(=O)c1ccc(NS(=O)(=O)c2ccc(NC(=O)C3CC3)cc2)cc1 | 2% | -11 | -10% | -2% | -2.6 | -1 | -8% | 4 | -1%
N#Cc1ccccc1NC(=O)COC(=O)c1c[nH]c2ccccc12 | 62%[activator] | -2 | -5% | ? | 2.6 | 2 | 15% | 3 | 0%
CON1C(=O)C(=O)N(OC)C(C)(C)C1C (stereo unspecified) | 0% | -12 | -3% | -7%[57.1 µM] | -2.3 | nt | -17% | 0 | -4%
COc1cc(C(=O)OCCc2cc3ccccc3c(=O)o2)cc(OC)c1OC | ? | 34* | -4% | -4% | -0.5 | 0 | ? | 63 | ?
COc1cc(NC(=S)NNC(=O)CC(C)C)c(OC)cc1Cl | -15% | -11 | ? | 10% | 1.6 | 3 | 5% | ? | -5%
O=C(Nc1cccc(S(=O)(=O)NC2=NCCC2)c1)c1cc(=O)[nH]c2ccccc12 | 9% | -7 | -6% | 10% | 2.3 | 1 | 0% | -7 | 0%
O=C(O)c1cc(-c2ccccc2)n(-c2ccccc2)n1 | 14% | -6 | -13% | -7% | 0.3 | -4 | -11% | -28 | -3%
COc1ccc(C(=O)N2C=Cc3ccccc3C2C#N)cc1 (stereo unspecified) | ? | 0 | 1% | 7% | -3.4 | 0 | -20% | -6 | -4%
CCc1ccc(-c2cc3c(=O)n(CC(=O)NCCCN4CCC(Cc5ccccc5)CC4)nc(C)n3n2)cc1 | ? | -15 | -4% | -2% | 1.3 | -15 | 3% | -15 | 4%
CCOCc1c(C(=O)OCC(=O)Nc2ccccc2C(N)=O)oc2ccccc12 | 13% | -5 | -13% | 3% | -0.5 | -14 | 0% | -4 | 9%
Cc1ccc(S(=O)(=O)/N=C2/NC(=O)/C(=C\c3cc(Br)cc(Br)c3O)S2)cc1 | -5% | -6 | 19% | 20µM* | 4.9 | -78* | 9% | -53* | -2%
Cc1ccc(C)c(NC(=O)C2CCCN(S(=O)(=O)c3c(C)noc3/C=C/N(C)C)C2)c1 (stereo unspecified) | ? | -8&-4 | -8% | -9% | -1.1 | 10 | -18%&0% | 1 | -3%
CC(=O)N=c1sccn1CC(O)c1ccc(Br)cc1 (stereo unspecified) | 17% | -30 | -16% | -4% | -3.2 | -9 | 7% | 1 | 3%
CCOC(=O)Cn1nc(C)c(NC(=O)COc2ccc(C)c(C)c2)c1C | 1%&0% | -5&0 | -3% | -6% | -0.4 | 4 | -16%&-4% | -1 | -1%
COc1ccc(-c2sc(Nc3ccccc3)n[n+]2-c2ccc(F)cc2)c(C)c1C | ? | -3 | 4% | 10% | -0.5 | -16 | -12% | 5 | 10%
CCOc1ccc(/C=C2/C(=O)N(c3ccc(OC)cc3)C(=S)N2CC(=O)OC)cc1OCC | 3% | 1 | -13% | -7%[57.1 µM] | 1.7 | 0 | 29% | -11 | -6%
CCOC(=O)N1CCN(C(=O)c2cn(CC)c3ccc(S(=O)(=O)N(C)C4CCCCC4)cc3c2=O)CC1 | 17% | 3 | -16% | 3% | -0.6 | 6 | -5% | -10 | -5%

Compound activity as filed in PubChem.
